Bioassay records deposited in PubChem by several laboratories.
CCHF vOTU inh = CCHFV vOTU protease inhibition; AID 651958; actives 0.55% (n = 370,000); Pep-AMC fluorescence; inhibition, % at 11.5 µM; in the data active = inhibition above about 30%; note: 0% = vehicle wells with enzyme and 100% = no enzyme wells
3CLpro inhibitor = SARS-CoV 3CLpro protease inhibition; actives 0.14% (n = 290,000); recombinant SARS-CoV 3CLpro, quenched FRET peptide cleavage; inhibition, % at 6 µM; AID 1706; in the data active = inhibition above about 12%
BoNT-A LC inh2 = blocks Botulinum neurotoxin A light chain protease; multiplex microsphere protease substrate cleavage, flow cytometry; inhibition, % at 10 µM; actives 0.17% (n = 360,000); note: plate controls were buffer without enzyme for full effect and enzyme alone for no effect
MazEF act = increases E. coli MazEF RNase cleavage of RNA; P0AE70; FAM/BHQ RNA-DNA oligo cleavage fluorescence, 5 h; activation, % at 20 µM; actives 0.32% (n = 350,000); in the data active = activation above about 50%
Target sequence (P0AE70 whole entry, looked up): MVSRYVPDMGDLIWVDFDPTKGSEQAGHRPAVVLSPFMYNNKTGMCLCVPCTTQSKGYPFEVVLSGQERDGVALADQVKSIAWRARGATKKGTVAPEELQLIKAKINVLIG
Rv3671c protease = Rv3671c (M. tuberculosis) protease inhibition | P9WHR9 | inhibition, % at 5.96 µM | actives 0.048% (n = 320,000) | AID 2606; in the data active = inhibition above about 38%;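 note: extracellular domain of Rv3671c used as enzyme; 0% = enzyme with DMSO and 100% = no enzyme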
Target sequence (P9WHR9 whole entry, looked up, the tested form may be a part): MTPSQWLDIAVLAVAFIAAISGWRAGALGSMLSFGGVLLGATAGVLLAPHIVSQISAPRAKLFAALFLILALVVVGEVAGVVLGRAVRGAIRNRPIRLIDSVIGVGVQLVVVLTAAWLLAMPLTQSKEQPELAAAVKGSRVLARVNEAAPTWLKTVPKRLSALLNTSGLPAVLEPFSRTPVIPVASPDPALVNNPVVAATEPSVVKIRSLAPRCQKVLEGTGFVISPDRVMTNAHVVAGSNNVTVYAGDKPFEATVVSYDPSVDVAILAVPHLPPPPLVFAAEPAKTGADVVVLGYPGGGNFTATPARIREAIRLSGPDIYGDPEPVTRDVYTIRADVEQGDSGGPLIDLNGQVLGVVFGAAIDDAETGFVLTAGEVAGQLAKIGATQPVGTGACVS
PriA SSB inh = K. pneumoniae PriA-SSBct interaction inhibition | AlphaScreen SSBct-PriA binding, biotinylated peptide | inhibition, % at 33 µM | actives 0.6% (n = 430,000) | AID 1272365; in the data active = inhibition mostly above about 37%, no sharp cut-off; inactive = mostly below about 20%;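 note: plate controls were negative control peptide for no effect and reference peptide for full effect; strong numbers were not always called active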
Anthrax LF inh2 = anthrax lethal factor protease inhibition | inhibition, % at 10 µM | P15917 | actives 0.12% (n = 360,000) | multiplex microsphere protease cleavage assay, LF | AID 588501; note: plate controls were buffer without enzyme for full effect and enzyme alone for no effect
DUSP3 inh = DUSP3 (human) phosphatase inhibition; actives 0.52% (n = 290,000); inhibition, % at 13.3 µM; P51452; AID 1654; recombinant VHR phosphatase, pNPP absorbance; in the data active = inhibition above about 50%; note: some compounds called inactive have numbers as strong as hits
Target sequence (P51452 whole entry, looked up): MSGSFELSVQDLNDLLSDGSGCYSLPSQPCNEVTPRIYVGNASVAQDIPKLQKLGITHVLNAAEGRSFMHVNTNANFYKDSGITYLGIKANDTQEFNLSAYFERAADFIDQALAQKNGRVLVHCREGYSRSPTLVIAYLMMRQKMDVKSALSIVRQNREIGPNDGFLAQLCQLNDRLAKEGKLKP
PrPC TRFRET = reduces human prion protein on the cell surface; P04156; cell surface PrPC, TR-FRET read-out; inhibition, % at 13.8 µM; actives 0.43% (n = 370,000); AID 720596; in the data active = inhibition above about 24%; note: 0% = median of the test wells and 100% = reference compound wells
BoNT-F LC inh = blocks Botulinum neurotoxin F light chain protease. actives 0.22% (n = 360,000). Multiplex microsphere protease cleavage assay, flow cytometry. inhibition, % at 10 µM; in the data active = inhibition above about 35%, passing the limit was not always enough; inconclusive = no clear call, values can overlap the other calls; note: plate controls were buffer without enzyme for full effect and enzyme alone for no effect
* hit, by the source's call; i = inactive; ? = inconclusive; . = no result given. Cut-off read from the data, not from the text of the source, unless noted: active = inhibition above about 30%; inconclusive = no clear call, values can overlap the other calls; inactive = below that. Only part of the results is shown (hit frequency here may not be typical).

The opening three compounds as a preview:
Labels used below – A = CCHF vOTU inh; B = 3CLpro inhibitor; C = BoNT-A LC inh2; D = MazEF act; E = Rv3671c protease; F = PriA SSB inh; G = Anthrax LF inh2; H = DUSP3 inh; I = PrPC TRFRET; J = BoNT-F LC inh
Cc1ccc(-c2nnc3ccc(SC(C)C(=O)O)nn23)cc1 (centres undefined)
  A: 2; B: 0; C: -0.3; D: 9; E: -1; F: -9; G: 4; H: -17; I: -9; J: -12

O=C(c1cc2ccccc2c(=O)o1)N1CCCc2ccccc21
  A: -3; B: -1; C: 0.7; D: 0; E: 10; F: 3; G: -4; H: 19; I: 2; J: 10

O=[N+]([O-])c1ccccc1S(=O)(=O)N1CCN(Cc2ccsc2)CC1
  A: -4; B: 0; C: 1.4; D: 10; E: 0; F: -4; G: 0; H: 21; I: -9; J: -1

Main list (from the top)
Labels used below – A = CCHF vOTU inh; B = 3CLpro inhibitor; C = BoNT-A LC inh2; D = MazEF act; E = Rv3671c protease; F = PriA SSB inh; G = Anthrax LF inh2; H = DUSP3 inh; I = PrPC TRFRET; J = BoNT-F LC inh
Cc1ccc(-c2nnc3ccc(SC(C)C(=O)O)nn23)cc1 (centres undefined)
  A: 2; B: 0; C: -0.3; D: 9; E: -1; F: -9; G: 4; H: -17; I: -9; J: -12

O=C(c1cc2ccccc2c(=O)o1)N1CCCc2ccccc21
  A: -3; B: -1; C: 0.7; D: 0; E: 10; F: 3; G: -4; H: 19; I: 2; J: 10

O=[N+]([O-])c1ccccc1S(=O)(=O)N1CCN(Cc2ccsc2)CC1
  A: -4; B: 0; C: 1.4; D: 10; E: 0; F: -4; G: 0; H: 21; I: -9; J: -1

O=C(Nc1cc(Cl)cc(Cl)c1)c1cccnc1
  A: -2; B: 3; C: -3.1; D: 8; E: 1; F: -4; G: 14; H: -6; I: 6; J: ?

C/C(=C\C(=O)c1cccnc1)Nc1ccc(O)cc1
  A: 95*; B: 1; C: -0.4; D: -4; E: -60; F: .; G: -3; H: 30; I: -12; J: -6

O=C(/C=C/c1c(Cl)cccc1Cl)N1CCOCC1
  A: -1; B: 4; C: -6.2; D: 3; E: 2; F: -15; G: -23; H: 10; I: 1; J: ?

COc1cccc(NC(=O)NCCc2ccc(Cl)cc2)c1
  A: -13; B: 0; C: -1.7; D: 11; E: -4; F: -7; G: -1; H: -32; I: 4; J: -11

CCc1ccc(C(=O)NN=C2CCCCCC2)s1
  A: 22; B: -9; C: 5.3; D: -2; E: -5; F: -6; G: -3; H: 36; I: 0; J: 5

CCN(CC)Cc1ccccn1
  A: 1; B: 5; C: ?; D: -8; E: -2; F: -4; G: -29; H: 21; I: -5; J: ?

Cc1c(O)ccc(C(=O)CN2CCN(c3ccccc3F)CC2)c1O
  A: .; B: 1; C: 1.1; D: 2; E: 2; F: -18; G: -2; H: 14; I: .; J: 0

C(=C\c1ccccc1)/CN1CCN(C(CCc2ccccc2)c2nnnn2C2CCCCC2)CC1 (centres undefined)
  A: -3; B: .; C: -0.3; D: .; E: .; F: .; G: -13; H: .; I: -5; J: -3

COc1ccc(/C=N\NC(=O)c2cc3c(ccc4ccccc43)o2)cc1O
  A: 2; B: -10; C: 0.7; D: -22; E: .; F: .; G: 2; H: -6; I: -3; J: 0

Cc1ccc(CC2CC(=O)N(C(Cc3ccccc3)C(=O)O)C2=O)cc1 (centres undefined)
  A: -1; B: 5; C: -0.4; D: 2; E: -2; F: -2; G: 4; H: 20; I: -1; J: -5

OCCOc1ccccc1
  A: -6; B: .; C: -0.3; D: 1; E: -2; F: -9; G: 0; H: .; I: 11; J: -18

CCCCNC(=O)C1CCN(Cc2ccccn2)CC1
  A: -15; B: 2; C: 0.2; D: -1; E: 14; F: -6; G: 1; H: 13; I: -1; J: -2

CCOC(=O)C1(Nc2nccs2)Sc2ccccc2NC1=O (centres undefined)
  A: -9; B: 1; C: -0.9; D: 5; E: 7; F: -2; G: 1; H: 0; I: 3; J: -1

O=C(CCSc1ccc(F)cc1)NNC(=O)c1ccc([N+](=O)[O-])cc1
  A: 19; B: .; C: -0.4; D: 5; E: -4; F: -2; G: 4; H: .; I: -18; J: -8

CCN(CC)C(=O)C1CCCN(Cc2nc(-c3cnccn3)no2)C1 (centres undefined)
  A: -7; B: -1; C: -0.6; D: -2; E: 1; F: -5; G: 1; H: -17; I: 3; J: -2

CCc1cc2cccc(C)c2nc1SCC(=O)NNC(=O)c1ccco1
  A: 10; B: 6; C: -1.4; D: 14; E: 2; F: -8; G: -2; H: 5; I: 71*; J: -2

Cc1ccc(Nc2nc(N)nc(CN3CCN(Cc4ccc5c(c4)OCO5)CC3)n2)cc1C
  A: -11; B: -4; C: -0.6; D: 2; E: .; F: 12; G: -5; H: 14; I: 3; J: 2

CCCOc1ccc(C(=O)N2CCN(Cc3ccc4c(c3)OCO4)CC2)cc1
  A: -5; B: 3; C: -0.1; D: 5; E: -7; F: 5; G: 1; H: -2; I: -4; J: 20

O=C(Nc1ccccc1N1CCOCC1)c1cccc(NS(=O)(=O)c2ccc(F)c(F)c2)c1
  A: 15; B: 5; C: -1.2; D: -16; E: -17; F: 1; G: -8; H: 30; I: 5; J: 0

O=C(NC1CCCCC1)OC1CC2CC1[C@H]1CCCCN1C2=O (some centres undefined)
  A: 4; B: .; C: -1.0; D: .; E: .; F: .; G: -15; H: .; I: 4; J: -6

COCCCNC1=C(C#N)C(=O)NC2(CCCC2)S1
  A: -2; B: .; C: 1.9; D: -4; E: .; F: .; G: -3; H: .; I: -5; J: 0

Cc1noc(C)c1C(=O)Nc1nc2ccccc2s1
  A: 6; B: .; C: -0.8; D: -5; E: .; F: -2; G: 2; H: .; I: -3; J: -1

CCOC(=O)c1ccc(CS(=O)c2ccc(Cl)cc2)o1 (centres undefined)
  A: -11; B: 1; C: 0.0; D: -4; E: -1; F: -6; G: -3; H: 16; I: 4; J: -12

O=C(NC(=S)NCc1nc2ccccc2[nH]1)c1ccccc1F
  A: -1; B: 1; C: -0.6; D: 4; E: -5; F: -24; G: 6; H: 10; I: -13; J: 0

Cc1ccc(N(C(C)C(=O)Nc2ccc3c(c2)OCO3)S(C)(=O)=O)cc1 (centres undefined)
  A: 5; B: -4; C: 0.1; D: 9; E: 2; F: -11; G: 1; H: -8; I: 0; J: -10

O=C(CCS(=O)(=O)c1ccc(Br)s1)N1CCc2ccccc21
  A: 1; B: 2; C: -0.6; D: 1; E: -3; F: -7; G: -6; H: -4; I: -5; J: -9

CCOc1ccc(NS(=O)(=O)c2ccc(C(=O)N3CCN(C(C)=O)CC3)cc2)cc1
  A: -9; B: -3; C: -0.9; D: -2; E: -11; F: 3; G: 1; H: 18; I: 0; J: 3

CCOc1cc(NS(=O)(=O)c2ccccc2)c(OCC)cc1NC(=O)c1ccco1
  A: 4; B: -1; C: -1.5; D: 10; E: -7; F: 18; G: -18; H: 10; I: 4; J: 0

COC(=O)C(C)Sc1ncnc2c1c(-c1ccccc1)cn2-c1ccc(OC)cc1 (centres undefined)
  A: 2; B: 3; C: 0.1; D: -2; E: -2; F: -22; G: -1; H: 12; I: 4; J: 0

Cc1ccc(C(=O)Cc2ccccc2)o1
  A: 5; B: .; C: -0.5; D: 5; E: 8; F: 5; G: -1; H: .; I: 4; J: -8

O=C1Nc2cc(Cl)c(Cl)cc2N(O)N1c1ccc(Cl)c(Cl)c1
  A: -7; B: -7; C: 0.9; D: 2; E: 4; F: -1; G: 6; H: 16; I: 6; J: 0

CCOC(=O)c1cc(NC(=O)c2cccnc2)ccc1N1CCOCC1
  A: 25; B: -2; C: -0.8; D: 7; E: 2; F: 5; G: 1; H: 28; I: -1; J: -10

Cc1cc([N+](=O)[O-])ccc1NC(=O)CN1CCN(Cc2ccccc2)CC1
  A: 2; B: 1; C: -2.4; D: 2; E: -1; F: -3; G: -14; H: 9; I: -2; J: ?

Fc1ccc(NC(=S)NC2CCN(Cc3ccccc3)CC2)cc1
  A: 4; B: 2; C: -0.2; D: 3; E: -3; F: -3; G: -8; H: 10; I: -5; J: 2

CCn1c(COc2ccc(=O)n(-c3ccccc3)n2)nnc1SCc1cccc(OC)c1
  A: -2; B: 2; C: -0.4; D: 8; E: 5; F: -5; G: -4; H: 39; I: -4; J: 4

O=S(=O)(Nc1ccc(-c2ccc(N3CCOCC3)nn2)cc1)c1ccc(Cl)c(Cl)c1
  A: 7; B: .; C: -2.5; D: 9; E: 12; F: -5; G: -1; H: .; I: -2; J: -6

N/C(=N\OC(=O)COc1ccc2ccccc2c1)c1ccccn1
  A: 20; B: 5; C: 0.2; D: 1; E: -7; F: i; G: 0; H: 5; I: 9; J: 5

COc1ccc(S(=O)(=O)NC2CCN(Cc3ccccc3)CC2)cc1NC(C)=O
  A: 0; B: .; C: -0.1; D: 2; E: -6; F: 8; G: 0; H: .; I: -8; J: -1

COc1ccccc1N(CC(=O)Nc1cc(S(=O)(=O)N(C)C)ccc1C)S(=O)(=O)c1cccs1
  A: -8; B: .; C: -0.2; D: -1; E: -2; F: -24; G: -1; H: .; I: 2; J: -2

COCCn1c(SCC(=O)N2CC(=O)Nc3ccccc32)nnc1-c1ccoc1C
  A: 5; B: -1; C: -0.4; D: 6; E: 0; F: 0; G: 0; H: 4; I: 4; J: 3

CCn1c(SCC(=O)N/N=C/c2ccccc2OCC(=O)O)nnc1-c1ccc(OC)cc1
  A: -4; B: -3; C: -0.5; D: -11; E: -7; F: .; G: 4; H: -28; I: 8; J: 0

COc1ccc(CNC(=O)C(C)n2ccc3cc(S(=O)(=O)N4CCCCCC4)ccc32)cc1 (centres undefined)
  A: 9; B: 5; C: -3.9; D: 5; E: -20; F: -11; G: 2; H: 4; I: 9; J: -19

COCCN1C(=O)CCC1(C)c1nnnn1-c1ccc2c(c1)OCCO2 (centres undefined)
  A: -5; B: .; C: -0.2; D: .; E: .; F: .; G: 0; H: .; I: 8; J: 4

CC(C)Cc1nnc(NC(=O)CSc2ncn[nH]2)s1
  A: 7; B: 3; C: -0.4; D: -5; E: 4; F: 3; G: 1; H: 13; I: -3; J: -2

CCOc1ccccc1CN1CCC(Oc2ccc(C(=O)NCc3ccccn3)cc2)CC1
  A: 0; B: 2; C: 0.7; D: 3; E: .; F: -7; G: 2; H: 13; I: -4; J: 5

O=C(c1cccc(N2CCNC2=O)c1)N1CCCC(Nc2cccc(F)c2)C1 (centres undefined)
  A: 3; B: -3; C: -2.1; D: -3; E: 0; F: 3; G: 0; H: 36; I: 0; J: -7

O=C1/C(=C/c2ccccc2Cl)SC(=S)N1CCC(=O)N1CCCCC1CCO (centres undefined)
  A: 14; B: 4; C: 0.1; D: 0; E: -17; F: 6; G: -3; H: 39; I: -7; J: 4

COc1ccc2[nH]c3c(c2c1)CCN1C(=O)C(CC(=O)NCCC2=CCCCC2)C[C@H](C(=O)N(C(C)C)C(C)C)[C@@]31C (some centres undefined)
  A: 27; B: .; C: -0.3; D: 8; E: .; F: 23; G: -2; H: .; I: -1; J: 0

CCOc1ccc(NC(=O)NN2C(C)CCCC2C)cc1 (centres undefined)
  A: 18; B: 6; C: -1.5; D: 3; E: .; F: -6; G: 9; H: -7; I: 12; J: -28
